Mcl1-Bid inh: disrupts binding of human Mcl-1 to Bid peptide; Q07820; TR-FRET Mcl-1/Bid-Dy647 peptide binding, 1536-well; inhibition, % at 21.7 µM; 0.97% of 220,000 active;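 active = compounds that cut the binding signal by more than half at the single screening dose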;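 note: His-tagged Mcl-1 with europium anti-His antibody binding Bid BH3 peptide; 0% = Mcl-1 plus peptide wells and 100% = peptide-only wells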
Target sequence (Q07820 whole entry, looked up): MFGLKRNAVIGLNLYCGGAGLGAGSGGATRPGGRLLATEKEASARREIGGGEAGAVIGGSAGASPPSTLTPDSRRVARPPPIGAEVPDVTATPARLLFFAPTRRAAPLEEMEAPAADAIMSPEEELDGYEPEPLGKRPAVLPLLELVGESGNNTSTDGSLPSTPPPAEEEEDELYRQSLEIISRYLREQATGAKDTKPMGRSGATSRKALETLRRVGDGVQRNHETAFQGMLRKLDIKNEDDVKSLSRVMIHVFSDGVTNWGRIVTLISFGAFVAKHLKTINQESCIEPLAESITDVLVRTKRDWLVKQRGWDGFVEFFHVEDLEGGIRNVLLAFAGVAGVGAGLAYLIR
Bcl-W Bim block: disrupts Bim peptide binding to human Bcl-W. Q92843. bead-based flow cytometry. inhibition, % at 10 µM. 0.02% of 190,000 active. AID 952;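 note: 0% = bound tracer without compound and 100% = peptide blocker; higher means less fluorescent Bim peptide bound to Bcl-W beads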
Target sequence (Q92843 whole entry, looked up): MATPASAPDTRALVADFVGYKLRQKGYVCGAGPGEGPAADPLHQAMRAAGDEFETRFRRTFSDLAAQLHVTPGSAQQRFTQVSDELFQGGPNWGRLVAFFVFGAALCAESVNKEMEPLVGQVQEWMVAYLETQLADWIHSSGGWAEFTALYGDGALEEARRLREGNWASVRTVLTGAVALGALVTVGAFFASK
Bim-Bcl-B: human Bim-Bcl-B interaction inhibition; inhibition, % at 10 µM; AID 951; bead-based flow cytometry, Bim peptide-Bcl-B binding; 0.073% of 190,000 active;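 note: 0% = tracer peptide without compound and 100% = reference inhibitor peptide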
Target sequence (Q9HD36 whole entry, looked up): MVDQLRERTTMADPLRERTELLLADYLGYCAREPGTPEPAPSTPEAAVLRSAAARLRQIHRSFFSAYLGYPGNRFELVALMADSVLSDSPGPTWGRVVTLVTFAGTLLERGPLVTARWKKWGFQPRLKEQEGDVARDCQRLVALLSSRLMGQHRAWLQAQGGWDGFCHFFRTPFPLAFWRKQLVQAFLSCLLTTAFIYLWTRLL
RGS7-Gao: human RGS7-Galphao interaction regulation. binding response (% of control), % at 10 µM. P09471. Multiplexed bead flow cytometry, RGS7-Galphao binding; actives lie on both sides. 0.35% of 220,000 active; in the data active = binding response below about 49% or above about 150%; inconclusive = no clear call, values can overlap the other calls; inactive = in between;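 note: fluorescent Galphao held in activated GDP-AlF4 state binding bead-coupled RGS7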
Bfl-1 Bim block: disrupts Bim binding to human Bfl-1; Q16548; Bead-based flow cytometry, Bim-Bfl-1 binding inhibition; inhibition, % at 10 µM; 0.12% of 190,000 active;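 note: 0% = wells without compound plus tracer and 100% = blocker peptide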
RGS8-Gao reg: modulates binding of RGS8 to human Galphao. P09471. multiplexed bead flow cytometry; actives lie on both sides. response (percent of control binding), % at 10 µM. 0.34% of 220,000 active. AID 1423; in the data active = response below about 60% or above about 140%; inactive = in between;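 note: Galphao activated as the GDP aluminium fluoride complex binding bead-coupled RGS8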
RGS4-Gao reg: human RGS4-Galphao interaction regulation | P09471 | Multiplexed bead flow cytometry, RGS4-Galphao binding; actives lie on both sides | binding response (% of control), % at 10 µM | 0.33% of 220,000 active | AID 1415; in the data active = binding response below about 49% or above about 150%; inactive = in between;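 note: fluorescent Galphao activated with aluminum fluoride binding bead-coupled RGS4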
Mcl1 Noxa PPI: Mcl-1/Noxa interaction inhibition; Q07820; TR-FRET Mcl-1/Noxa peptide binding, 2 h; inhibition, % at 21.7 µM; 1.5% of 220,000 active;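 active = compounds that cut the protein-peptide binding signal by more than 50% relative to plate controls in a single-dose test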;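 note: His-tagged Mcl-1 with rhodamine Noxa BH3 peptide and terbium anti-His antibody; 0% = Mcl-1 plus Noxa peptide wells and 100% = peptide-only wells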
Bim-Mcl-1: inhibitors of Bim-Mcl-1 interaction, human; Q07820; Bead-based flow cytometry, Bim peptide-Mcl-1 binding; inhibition, % at 10 µM; 0.1% of 190,000 active; AID 1009;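 note: 0% = no compound tracer wells and 100% = peptide blocker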
Bim-Bcl-2: disrupts Bim peptide binding to human Bcl-2; P10415; Bead-based flow cytometry, Bim peptide-Bcl-2 binding; inhibition, % at 10 µM; 0.06% of 190,000 active; AID 950; in the data active = inhibition above about 40%; inconclusive = no clear call, values can overlap the other calls;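 note: 0% = no compound wells with probe peptide and 100% = reference peptide inhibitor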
Target sequence (P10415 whole entry, looked up): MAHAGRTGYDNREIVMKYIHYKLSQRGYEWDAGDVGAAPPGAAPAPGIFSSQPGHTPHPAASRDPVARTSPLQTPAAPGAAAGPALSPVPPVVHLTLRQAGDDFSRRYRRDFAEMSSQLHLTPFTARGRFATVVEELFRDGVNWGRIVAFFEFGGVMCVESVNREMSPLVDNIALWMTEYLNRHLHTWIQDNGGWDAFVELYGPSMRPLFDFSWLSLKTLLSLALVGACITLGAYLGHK
Bim-Bcl-XL: inhibitors of Bim-Bcl-XL interaction, human. Q07817. Bim peptide-Bcl-XL binding, bead flow cytometry, fluorescence. inhibition, % at 10 µM. 0.04% of 190,000 active
* hit, by the source's call; u = inconclusive; x = not tested or not shown. Cut-off read from the data, not from the text of the source, unless noted: active = inhibition above about 40%.

SMILES	Mcl1-Bid inh	Bcl-W Bim block	Bim-Bcl-B	RGS7-Gao	Bfl-1 Bim block	RGS8-Gao reg	RGS4-Gao reg	Mcl1 Noxa PPI	Bim-Mcl-1	Bim-Bcl-2	Bim-Bcl-XL
CC(C)(C)c1ccc(-c2nnc(SCC(=O)c3ccc4c(c3)OCCO4)o2)cc1	-26	-4	-2	99	-3	99	98	8	-1	-6	-3
Cc1cc(NCCc2ccc(Cl)cc2)n2ncnc2n1	-21	0	-2	u	-5	103	102	14	-2	-2	-3
COc1ccc(N2CCN(S(=O)(=O)c3ccc(C(=O)NCc4ccco4)cc3)CC2)cc1	3	-7	-7	97	-11	98	99	15	-8	-13	-11
CCn1c(SCc2ccc(Cl)cc2)nnc1-c1ccccc1	4	0	1	100	1	82	94	7	0	3	-2
Cc1cccn2c(=O)c3cc(C(=O)NCCCn4ccnc4)n(C)c3nc12	-8	0	0	101	1	100	99	31	0	0	0
Cc1nn(Cc2ccccc2)c2c1C(c1cccnc1)C(C#N)=C(N)O2 (configuration not stated)	-45	1	-1	104	-1	105	110	14	2	-2	-1
Cc1ccc(-c2csc(-c3c[nH]c4ccccc34)n2)c(C)c1	-12	0	-3	97	-1	98	102	-9	-3	0	-1
O=C1CCCc2c1cc(C(=O)Nc1ccc(Br)cn1)c(=O)n2-c1ccccc1	-22	0	-12	99	-15	100	101	37	-2	-8	-4
C/C(CC(=O)Nc1ccc(N(C)C)cc1)=N\NC(=O)c1ccncc1	-61	1	-4	99	0	100	98	-5	0	-3	0
COc1ccc(S(=O)(=O)Nc2ccc(S(=O)(=O)N3CCCCC3)cc2)cc1OC	-25	0	-3	94	-4	96	95	-13	-1	-3	-3
COCCNC(=O)/C(C#N)=C/c1cccs1	5	x	x	u	x	105	105	1	x	x	x
Cc1cc(NC(=O)CSc2nc3c(sc4ccccc43)c(=O)n2CCCN2CCOCC2)n[nH]1	-13	-3	-4	97	-8	100	98	-6	0	-3	-5
COc1ccc(NC(=O)CSc2c(C)nn(-c3nnc(C)c(=O)[nH]3)c2C)cc1	4	0	0	103	0	103	102	14	-1	0	0
CCCOc1ccc(N2CC(C(=O)Nc3ccc(N4CCOCC4)cc3)CC2=O)cc1 (configuration not stated)	-5	1	0	90	3	97	94	28	4	0	1
Cc1ccc(CN(c2ccc(C(=O)N3CCOCC3)cc2)S(C)(=O)=O)cc1	7	-2	-2	97	-8	100	99	-5	2	-4	-1
O=C(O)C(Cc1ccccc1)N1C(=O)C2CCCCC2C1=O (configuration not stated)	-21	-6	-2	98	-5	97	96	-10	-6	0	-2
Cc1cc(Cl)ccc1NC(=S)NCC(C)C	-18	-4	-2	101	-5	97	99	17	-4	-4	-1
COc1ccccc1CCNC(=O)CSc1ccc(-c2cccs2)nn1	7	0	-6	100	-5	101	100	-2	1	1	-2
Cc1cc(=O)[nH]c(SCC(=O)NN(c2ccccc2)c2ccccc2)n1	-13	x	x	u	x	109	104	0	x	x	x
CCCn1c(SCC(=O)N2CCc3ccccc32)nnc1-c1ccco1	-10	-5	-11	102	-14	102	101	13	-5	-11	-11
COc1ccc(-c2cc(C(=O)N/N=C/c3ccc4c(c3)OCO4)c3ccccc3n2)c(OC)c1	-9	2	5	96	0	99	93	-2	2	1	4
CCOc1ccc2nc(NC(=O)CSc3nc(-c4ccccc4)c(C#N)c(=O)[nH]3)sc2c1	-8	-2	-3	97	-7	98	101	48	0	-3	-5
CCCCc1nc(NCCN2CCOCC2)c(C#N)c2c1COC(C)(C)C2	-7	0	-8	100	-12	101	97	-2	-1	-9	-1
Cc1onc(-c2ccccc2)c1C(=O)Nc1nc(-c2ccccc2)cs1	-42	1	-4	67	-7	93	61	-171	3	-3	0
CCOC(=O)C1CCN(Cc2nc3ccc([N+](=O)[O-])cc3c(=O)n2-c2ccc(OC)cc2OC)CC1	-48	-2	-3	u	-4	100	99	17	-3	-3	-1
(cont.)
SMILES	Mcl1-Bid inh	Bcl-W Bim block	Bim-Bcl-B	RGS7-Gao	Bfl-1 Bim block	RGS8-Gao reg	RGS4-Gao reg	Mcl1 Noxa PPI	Bim-Mcl-1	Bim-Bcl-2	Bim-Bcl-XL
O=C(NCc1ccccc1F)Nc1ccc([N+](=O)[O-])cc1	-5	-4	-6	97	-6	100	98	12	-2	-5	0
COc1ccccc1NC(=O)c1ccccc1NS(C)(=O)=O	-2	0	-2	110	-5	104	105	5	0	-4	1
CCOC1=NS(=O)(=O)c2ccccc21	-39	6	6	84	6	79	82	-2	5	2	7
COc1cccc(OC)c1C(=O)Nc1ccc([N+](=O)[O-])cn1	-6	-2	-4	105	1	101	101	11	-4	-1	-2
NS(=O)(=O)c1ccc(NC(=O)COC(=O)c2cnc(Cl)c(Cl)c2)cc1	-17	x	x	u	x	106	99	-4	x	x	x
Cc1cc(=O)[nH]c(SCc2cccc(F)c2)n1	7	3	-6	101	-15	101	100	10	-2	-9	-3
O=C(CSc1ncn[nH]1)N1CCOCC1	-22	-3	-9	101	-8	101	102	3	-4	-6	-3
O=C(CN(CCc1ccccc1)C(=O)CNS(=O)(=O)c1ccccc1)NCc1ccco1	-51	1	-8	96	-12	98	101	-11	-1	-5	-10
Cc1ccc(S(=O)(=O)N2CCN(C3CC(=O)N(CCc4ccccc4)C3=O)CC2)cc1C (configuration not stated)	-8	0	0	97	-3	101	96	-2	0	2	-1
CC(=O)CC(c1ccc([N+](=O)[O-])cc1)c1c(O)c2ccccc2oc1=O (configuration not stated)	2	5	-2	102	-13	99	106	10	1	-5	-5
COc1cc(-c2nc(S(=O)(=O)c3ccc(Cl)cc3)c(N(C)C)o2)cc(OC)c1OC	-22	0	0	103	-2	102	101	-24	0	1	0
CCCCCCCCn1c(=O)c(C(=O)OCC)c(O)c2ccccc21	35	0	-7	103	-13	101	103	24	-3	-13	-4
Cc1nn(-c2ccccc2)c(N)c1C(c1ccc(C(C)C)cc1)c1c(C)nn(-c2ccccc2)c1N	-11	0	-6	101	-17	102	103	9	1	-4	-3
CCOc1ccc(CCNC(=O)c2ccc3nc(N4CCOCC4)sc3c2)cc1OCC	-13	x	x	u	x	109	111	5	x	x	x
COC(=O)c1oc2c(c1C)C(=O)CC(C)(C)C2	-8	-1	-2	111	-5	101	101	-7	-1	-2	0
O=S(=O)(/C=C/c1ccccc1)NC1CCCCCC1	-14	-1	-1	105	-4	103	106	2	1	-3	-6
CS(=O)(=O)c1nc(-c2ccccc2)c(-c2ccccc2)[nH]1	-22	0	-3	101	0	100	99	21	0	2	-4
O=C(CC1Oc2ccccc2NC1=O)NC1CCCC1 (configuration not stated)	-26	0	0	85	1	84	83	-7	-6	-1	-1
NS(=O)(=O)c1ccc(NC(=O)CN2CCCC2)cc1	-58	0	-2	100	-4	98	97	9	0	0	0
Cc1cccc(Nc2sc(C(=O)c3cc4cc(Cl)ccc4o3)c(N)c2C#N)c1	66*	x	x	u	x	100	113	68*	x	x	x
O=C(OCc1ccccc1)c1cn(-c2ccccc2)nc1-c1ccncc1	1	0	0	101	2	102	100	18	1	-1	0
COc1ccc([N+](=O)[O-])cc1/C=N/NC(=O)c1nonc1N	2	0	0	100	-2	106	104	11	1	2	-1
CCN(c1ccccc1)S(=O)(=O)c1ccc(Cl)c(C(=O)O)c1	-13	-2	0	102	-5	100	98	18	0	-3	-4
Cc1ccc(CSc2nc3sc(C)c(C)c3c(=O)n2Cc2ccco2)cc1	-17	-2	-12	91	-11	93	94	10	-5	-11	-16
CC(=O)C1C(=O)CC(C)(O)C(C(C)=O)C1c1ccc(N(C)C)cc1 (configuration not stated)	-28	0	-7	100	-14	100	101	23	-1	-7	-6
Cc1ccc(NC(=O)CSc2nnc(C3CC3)n2N)cc1S(=O)(=O)N1CCOCC1	-37	-3	-3	110	-3	106	106	3	0	2	-2
COc1ccc(C(=O)ON=C2CCN(C)CC2)cc1	-7	-4	2	81	2	76	83	-1	-1	-1	-4
CCOC(=O)c1[nH]c2ccc(F)cc2c1NC(=O)C(C)N1CCc2cc(OC)c(OC)cc2C1 (configuration not stated)	8	1	-2	95	1	98	97	46	-3	-3	2

By substructure: the entries above containing a thiophene ring, fused or not
SMILES	Mcl1-Bid inh	Bcl-W Bim block	Bim-Bcl-B	RGS7-Gao	Bfl-1 Bim block	RGS8-Gao reg	RGS4-Gao reg	Mcl1 Noxa PPI	Bim-Mcl-1	Bim-Bcl-2	Bim-Bcl-XL
COCCNC(=O)/C(C#N)=C/c1cccs1	5	x	x	u	x	105	105	1	x	x	x
Cc1cc(NC(=O)CSc2nc3c(sc4ccccc43)c(=O)n2CCCN2CCOCC2)n[nH]1	-13	-3	-4	97	-8	100	98	-6	0	-3	-5
COc1ccccc1CCNC(=O)CSc1ccc(-c2cccs2)nn1	7	0	-6	100	-5	101	100	-2	1	1	-2
Cc1cccc(Nc2sc(C(=O)c3cc4cc(Cl)ccc4o3)c(N)c2C#N)c1	66*	x	x	u	x	100	113	68*	x	x	x
Cc1ccc(CSc2nc3sc(C)c(C)c3c(=O)n2Cc2ccco2)cc1	-17	-2	-12	91	-11	93	94	10	-5	-11	-16

Record cards, from the list above. Values in the order: Mcl1-Bid inh | Bcl-W Bim block | Bim-Bcl-B | RGS7-Gao | Bfl-1 Bim block | RGS8-Gao reg | RGS4-Gao reg | Mcl1 Noxa PPI | Bim-Mcl-1 | Bim-Bcl-2 | Bim-Bcl-XL
Profile of CCOc1ccc(CCNC(=O)c2ccc3nc(N4CCOCC4)sc3c2)cc1OCC : -13 | x | x | u | x | 109 | 111 | 5 | x | x | x
Profile of Cc1ccc(-c2csc(-c3c[nH]c4ccccc34)n2)c(C)c1 : -12 | 0 | -3 | 97 | -1 | 98 | 102 | -9 | -3 | 0 | -1

In another format: two of the compounds above.
| SMILES | Mcl1-Bid inh | Bcl-W Bim block | Bim-Bcl-B | RGS7-Gao | Bfl-1 Bim block | RGS8-Gao reg | RGS4-Gao reg | Mcl1 Noxa PPI | Bim-Mcl-1 | Bim-Bcl-2 | Bim-Bcl-XL |
| --- | --- | --- | --- | --- | --- | --- | --- | --- | --- | --- | --- |
| Cc1ccc(-c2csc(-c3c[nH]c4ccccc34)n2)c(C)c1 | -12 | 0 | -3 | 97 | -1 | 98 | 102 | -9 | -3 | 0 | -1 |
| Cc1ccc(S(=O)(=O)N2CCN(C3CC(=O)N(CCc4ccccc4)C3=O)CC2)cc1C (configuration not stated) | -8 | 0 | 0 | 97 | -3 | 101 | 96 | -2 | 0 | 2 | -1 |

Assay outcomes as filed in PubChem BioAssay.
